Screening results as filed in PubChem BioAssay.
AHR act = activators of human aryl hydrocarbon receptor. AHR-responsive luciferase reporter cells, luminescence. P35869. activation, % at 5 µM. 2.5% of 320,000 active; in the data active = activation above about 47%;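 note: 0% = vehicle wells and 100% = reference agonist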
LAP4-GFP MLPCN = modulators of TOR pathway LAP4-GFP in S. cerevisiae; S. cerevisiae LAP4-GFP multiplex, flow cytometry GFP, 3 h; median GFP as percent of DMSO wells; 0.34% of 320,000 active; GFP response vs DMSO, % at 10 µM;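 active = GFP response vs DMSO above a set limit, about the screen mean plus 3 SD, cut at about 150% in these data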
Yeast superoxide = caloric restriction mimetics inhibiting age-related superoxide in yeast | AID 2690 | S. cerevisiae aged cells, superoxide DHE fluorescence; hits give low values | superoxide response (% of plate mean), % at 10 µM | 0.18% of 330,000 active;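 active = superoxide response under a set limit, about three screen SD below normal, cut at about 65% in these data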;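 note: yeast aged for seven days with compound at 30 °C before DHE staining; 100% = average MFI of all compound-treated wells on the plate with controls excluded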
RPL19A-GFP yeast = yeast TOR pathway RPL19A-GFP modulation; percent response vs DMSO, % at 10 µM; S. cerevisiae RPL19A-GFP strain, flow cytometry, 3 h; hits give low values; 0.3% of 330,000 active;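 active = percent response vs DMSO below 50%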;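 note: median channel GFP fluorescence of the barcoded RPL19A-GFP strain; ratio of sample median GFP to plate DMSO average so 100% = DMSO; lower means less RPL19A-GFP as with rapamycin TOR inhibition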
MEP2 TOR yeast = modulators of TOR pathway MEP2-GFP in S. cerevisiae; GFP response vs DMSO, % at 10 µM; AID 2016; S. cerevisiae MEP2-GFP strain, flow cytometry GFP, 3 h; 100% = DMSO control level; 0.51% of 330,000 active;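 active = GFP response versus DMSO above a set limit, roughly screen mean plus 3 SD, cut at about 180% in these data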;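 note: median GFP fluorescence of the barcode-gated MEP2-GFP cells per well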
GASC-1 inh = blocks human GASC-1 demethylase activity; Q9H3R0; GST-JMJD2C(1-420) H3K9me3 demethylation, DELFIA europium; inhibition, % at 2.35 µM; 0.069% of 330,000 active; AID 2099;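 active = more than half of a compound's replicate wells show inhibition beyond 50%, single wells judged on their own value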;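 note: signal counts dimethyl H3K9 product captured on neutravidin plate; 0% = median of DMSO wells and 100% = 0.3 times that DMSO median; strong numbers were not always called active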
Target sequence (Q9H3R0 1-420 limits assumed): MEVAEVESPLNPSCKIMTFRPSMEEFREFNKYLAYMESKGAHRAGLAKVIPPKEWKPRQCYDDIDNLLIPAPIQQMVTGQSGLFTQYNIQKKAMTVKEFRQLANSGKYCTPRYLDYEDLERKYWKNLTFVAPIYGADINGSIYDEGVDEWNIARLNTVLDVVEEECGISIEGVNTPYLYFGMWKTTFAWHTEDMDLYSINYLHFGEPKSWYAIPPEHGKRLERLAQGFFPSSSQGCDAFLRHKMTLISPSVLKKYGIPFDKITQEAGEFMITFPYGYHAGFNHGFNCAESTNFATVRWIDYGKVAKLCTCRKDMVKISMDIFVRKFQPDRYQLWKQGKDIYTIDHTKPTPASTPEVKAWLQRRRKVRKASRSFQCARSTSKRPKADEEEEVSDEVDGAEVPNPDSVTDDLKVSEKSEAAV
procasp7 counter = counter-screen: procaspase-7 (human) activation | P55210 | recombinant procaspase-7, Ac-DEVD-pNA absorbance 405 nm; D23A/D198A/D206A triple mutant, cannot self-cleave; scale: DMSO 0, 5 µM enzyme 100 | activation, % at 8.5 µM | 0.093% of 330,000 active | AID 463210;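 active = percent activation above the screen-wide mean plus 3 SD, cut at about 25% in these data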
Target sequence (P55210 whole entry D23A/D198A/D206A): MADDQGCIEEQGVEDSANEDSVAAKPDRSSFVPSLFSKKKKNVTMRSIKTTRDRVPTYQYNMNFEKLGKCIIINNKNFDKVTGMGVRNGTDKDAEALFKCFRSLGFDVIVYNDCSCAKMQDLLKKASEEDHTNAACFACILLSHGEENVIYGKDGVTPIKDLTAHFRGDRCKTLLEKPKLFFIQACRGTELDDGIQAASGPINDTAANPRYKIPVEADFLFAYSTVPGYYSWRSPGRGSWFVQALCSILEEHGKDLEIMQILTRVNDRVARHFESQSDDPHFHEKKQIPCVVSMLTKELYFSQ
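signal = Epi-absorbance of released pNA at 405 nm, two timepoints | assay system = Uncleavable procaspase-7 mutant enzyme | reagent = Ac-DEVD-pNA substrate, 400 µM as added | times = 1 h enzyme–compound preincubation and 2 h substrate reaction, both 25 °C | benchmarks = low DMSO alone, high DMSO plus 5 µM PC-7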
proCasp3 act = procaspase-3 (human) activation | P42574 | recombinant procaspase-3 D3A, Ac-DEVD-pNA absorbance 405 nm | activation, % at 8.5 µM | 0.11% of 330,000 active | AID 463141;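 active = activation above the mean of all tested compounds plus 3 SD, cut at about 21% in these data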;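 note: 0% = DMSO alone and 100% = DMSO wells spiked with extra 5 µM PC-3 D3A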
Target sequence (P42574 whole entry D9A/D28A/D175A): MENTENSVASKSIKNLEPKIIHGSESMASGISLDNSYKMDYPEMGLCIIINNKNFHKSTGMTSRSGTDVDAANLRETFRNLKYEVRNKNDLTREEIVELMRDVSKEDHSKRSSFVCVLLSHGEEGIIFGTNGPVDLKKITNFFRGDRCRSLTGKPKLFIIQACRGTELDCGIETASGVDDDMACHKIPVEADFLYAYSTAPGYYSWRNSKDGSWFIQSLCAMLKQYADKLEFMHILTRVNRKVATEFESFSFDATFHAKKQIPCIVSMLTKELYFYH
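Assay system: Procaspase-3 D3A mutant, all three cleavage aspartates alanine. Buffer or medium: Zinc-free HEPES saline buffer with Triton X-100. Times: 1 h compound preincubation, 2 h substrate hydrolysis at 25 °C. Measured by: 405 nm absorbance of p-nitroaniline, reads at 0 and 120 min. Read-out basis: percent activation relative to control range. Replicates: singlicate.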
An asterisk follows results filed as active; x = not tested or not shown; [ ] = dose if it differs, or a comment.

entry	smiles	RPL19A-GFP yeast	procasp7 counter	MEP2 TOR yeast	GASC-1 inh
1	O=C(N/C(=C/c1cccs1)C(=O)N1CCOCC1)c1ccccc1	107	4	97	-1
2	Cc1ccccc1OCCOc1ccccc1C=C(C#N)C#N	96	1	99	-4
3	COc1ccc2cc(Br)ccc2c1CC(=O)N(C)C	95	-3	102	9
4	Fc1ccccc1Nc1nc(-c2ccncc2)nc2ccccc12	95	-1	96	-4
5	CCOC(=O)N1CCN(CCC(=O)c2ccc(Br)cc2)CC1	107	x	107	-2
6	COc1cc(C(=S)N2CCC(C(N)=O)CC2)ccc1O	94	-6	100	7
7	C=CCNC1=C(Cl)C(=O)N(c2ccccc2Cl)C1=O	114	2	94	3
8	CC(C)OCC(O)CS(=O)(=O)Cc1ccccc1 (stereo not drawn)	98	9	95	1
9	Cc1n[nH]c(=O)c2c(NC(=O)CSc3c(Cl)cccc3Cl)oc(C)c12	94	-12	99	4
10	COc1cccc(CNC(=O)C2=C(C)C(=O)OC23CCC(C)CC3)c1 (stereo not drawn)	94	10	94	-1
11	O=C1c2ccccc2C(=O)N1c1ccc(Cc2ccncc2)cc1	96	1	98	-4
12	CN(C(=O)CC1C(=O)NCCN1Cc1ccc(F)c(F)c1)C1CCOCC1 (stereo not drawn)	91	-2	112	-33
13	C[C@H](NC(=O)c1ccccc1Cl)C(=O)OCc1cn2cc(Cl)ccc2n1	106	4	99	-8
14	Cn1cc([N+](=O)[O-])c(C(=O)Nc2nccs2)n1	99	8	93	7
15	c1ccc(OCCOCCN2CCc3ccccc3C2)cc1	100	-15	99	-5

entry	Yeast superoxide	LAP4-GFP MLPCN	AHR act	proCasp3 act
1	102	102	0	-11
2	106	99	-1	2
3	99	125	-1	12
4	120	108	56*	1
5	98	96	x	x
6	101	94	2	1
7	89	106	1	-2
8	95	98	7	-5
9	93	103	1	-6
10	104	96	5	6
11	107	107	-9	-1
12	93	99	2	2
13	106	117	0	4
14	89	86	3	3
15	123	93	13	-5

(further entries)
entry	smiles	RPL19A-GFP yeast	procasp7 counter	MEP2 TOR yeast	GASC-1 inh
16	COc1ccc(C)cc1NC(=O)NNC(=O)c1cc2ccccc2cc1O	102[may fluoresce green]	-10	96[may fluoresce green]	3
17	CC1CCCN(C(=O)c2ccc(NC(=O)CC3SC(N4CCCC4)=NC3=O)cc2)C1 (stereo not drawn)	98	5	97	-3
18	S=C(Nc1ccccc1Oc1ccccc1)NC1CCCC1	90	9	83	9
19	CCOC(=O)c1sc(NC(=O)c2cc(-c3ccc(C)cc3)nc3ccccc23)c(C#N)c1C	105	-11	105	4
20	COc1cccc(NC(=O)CCN2C(=O)c3ccccc3Sc3ncccc32)c1	97	2	105	13
21	O=C(Nc1ccc(Cl)cc1C(F)(F)F)C(Sc1cccc[n+]1[O-])c1ccccc1 (stereo not drawn)	92	0	99	3
22	COc1ccc(NS(=O)(=O)c2ccc(O)c(NS(=O)(=O)c3ccc(NC(C)=O)cc3)c2)cc1	102	-9	101	5
23	CCOC(=O)C1(Cc2cccc(OC)c2)CCCN(C(=O)CCSC)C1 (stereo not drawn)	106	2	108	-5
24	NC(=O)C(c1ccc(F)cc1)c1ccc(C(=O)c2ccccc2)cc1 (stereo not drawn)	120	3	128	-3
25	N#CC1(Nc2ccccc2)C(=O)Nc2ccccc21 (stereo not drawn)	97	6	96	-8
26	CCc1ccc([C@@H]2CC=C(C(=O)O)[C@H](c3ccc(Cl)cc3)N2S(=O)(=O)c2ccc(C)cc2)cc1	105	-4	94	5
27	O=C(CCc1ccccc1)Nc1ccc(S(=O)(=O)NC2=NCCCCC2)cc1	100	7	105	-1
28	COc1ccc(C2C(C(=O)NCc3ccccn3)CCC(=O)N2c2cc(OC)c(OC)c(OC)c2)cc1 (stereo not drawn)	102	2	102	-14
29	CC(C)c1nc(=S)n(-c2ccccc2)[nH]1	89	-4	94	5
30	Cc1ccc(C(=O)Nc2ncc3c(Cl)cccc3n2)cc1	x	-4	92	4

entry	Yeast superoxide	LAP4-GFP MLPCN	AHR act	proCasp3 act
16	80	101[may fluoresce green]	14	2
17	94	104	1	-2
18	102	101	0	6
19	100	88	-1	-3
20	90	93	3	5
21	94	101	0	10
22	106	99	2	2
23	81	94	-1	-7
24	98	114	2	1
25	102	105	1	4
26	87	134	-3	1
27	85	100	1	5
28	113	117	3	-1
29	99	91	2	-7
30	98	104	-2	3

Arranged by heavy-atom count (descending): some entries from above
entry	smiles	RPL19A-GFP yeast	procasp7 counter	MEP2 TOR yeast	GASC-1 inh
28	COc1ccc(C2C(C(=O)NCc3ccccn3)CCC(=O)N2c2cc(OC)c(OC)c(OC)c2)cc1 (stereo not drawn)	102	2	102	-14
26	CCc1ccc([C@@H]2CC=C(C(=O)O)[C@H](c3ccc(Cl)cc3)N2S(=O)(=O)c2ccc(C)cc2)cc1	105	-4	94	5
19	CCOC(=O)c1sc(NC(=O)c2cc(-c3ccc(C)cc3)nc3ccccc23)c(C#N)c1C	105	-11	105	4
17	CC1CCCN(C(=O)c2ccc(NC(=O)CC3SC(N4CCCC4)=NC3=O)cc2)C1 (stereo not drawn)	98	5	97	-3
20	COc1cccc(NC(=O)CCN2C(=O)c3ccccc3Sc3ncccc32)c1	97	2	105	13
27	O=C(CCc1ccccc1)Nc1ccc(S(=O)(=O)NC2=NCCCCC2)cc1	100	7	105	-1
16	COc1ccc(C)cc1NC(=O)NNC(=O)c1cc2ccccc2cc1O	102[may fluoresce green]	-10	96[may fluoresce green]	3
23	CCOC(=O)C1(Cc2cccc(OC)c2)CCCN(C(=O)CCSC)C1 (stereo not drawn)	106	2	108	-5
24	NC(=O)C(c1ccc(F)cc1)c1ccc(C(=O)c2ccccc2)cc1 (stereo not drawn)	120	3	128	-3
18	S=C(Nc1ccccc1Oc1ccccc1)NC1CCCC1	90	9	83	9
30	Cc1ccc(C(=O)Nc2ncc3c(Cl)cccc3n2)cc1	x	-4	92	4
25	N#CC1(Nc2ccccc2)C(=O)Nc2ccccc21 (stereo not drawn)	97	6	96	-8
29	CC(C)c1nc(=S)n(-c2ccccc2)[nH]1	89	-4	94	5

entry	Yeast superoxide	LAP4-GFP MLPCN	AHR act	proCasp3 act
28	113	117	3	-1
26	87	134	-3	1
19	100	88	-1	-3
17	94	104	1	-2
20	90	93	3	5
27	85	100	1	5
16	80	101[may fluoresce green]	14	2
23	81	94	-1	-7
24	98	114	2	1
18	102	101	0	6
30	98	104	-2	3
25	102	105	1	4
29	99	91	2	-7

Reprinted at random: 2 compounds from above
entry	smiles	RPL19A-GFP yeast	procasp7 counter	MEP2 TOR yeast	GASC-1 inh
22	COc1ccc(NS(=O)(=O)c2ccc(O)c(NS(=O)(=O)c3ccc(NC(C)=O)cc3)c2)cc1	102	-9	101	5
30	Cc1ccc(C(=O)Nc2ncc3c(Cl)cccc3n2)cc1	x	-4	92	4

entry	Yeast superoxide	LAP4-GFP MLPCN	AHR act	proCasp3 act
22	106	99	2	2
30	98	104	-2	3

Next entries
entry	smiles	RPL19A-GFP yeast	procasp7 counter	MEP2 TOR yeast	GASC-1 inh
31	CCOC(=O)/C(C#N)=C/C=C1/C=CC=CN1C	99	-11	109	-1
32	O=C(c1ccc(COc2ccc(Br)cc2)o1)N1N=C(C(F)F)CC1(O)C(F)F (stereo not drawn)	108	-1	106	2
33	CN(C)c1ccc(/C=N/NC(=O)c2nnn(-c3nonc3N)c2CN2CCCCCC2)cc1	100	-8	118	6
34	CN1CCC(NC(=O)c2ccncc2)CC1	100	2	100	4
35	COc1ccc(NC(=O)NC2(C(=O)N3CCOCC3)CCCCC2)cc1	98	-9	93	-4
36	O=S(=O)(c1ccc2nc(N3CCN(c4ccccc4)CC3)ccc2c1)N1CCCCC1	102	-7	109	7
37	Cc1cc(S(=O)(=O)N2CCCOC2CNC(=O)C(=O)NCCCN2CCOCC2)ccc1F (stereo not drawn)	94	8	81	0
38	NC(=O)CSc1nnc(Cn2c(=O)sc3ccccc32)n1-c1ccccc1	102	0	107	-8
39	C=CCn1c(SCC(=O)Nc2ccccc2C)nc2sc(C)c(C)c2c1=O	101	6	103	1
40	COc1ccc(CN(C(=O)c2oc3cc(C)c(C)cc3c2C)C2CCS(=O)(=O)C2)cc1OC (stereo not drawn)	104	3	95	5
41	Cc1cc(C)n(C(=O)CCCC(=O)n2nc(C)cc2C)n1	95	10	98	-4
42	CC(C)CN(C(=O)CCC(=O)OCc1ccc(Cl)cc1Cl)c1c(N)n(CC(C)C)c(=O)[nH]c1=O	99	3	105	22
43	C/C=N/NC(=O)c1cc(Br)ccc1O	101	-12	88	36
44	Cc1ccc(CNC(=O)c2cn(C)c(=O)c3c2c2ccccc2n3C)o1	46*[may fluoresce violet]	-15	283*[may fluoresce violet]	4
45	COc1ccc2c(CCNC(=O)c3ccco3)c[nH]c2c1	95	4	97	-9

entry	Yeast superoxide	LAP4-GFP MLPCN	AHR act	proCasp3 act
31	93	108	-3	-10
32	103	101	8	3
33	106	108	-1	12
34	109	99	-2	0
35	96	101	4	-4
36	120	97	0	3
37	93	94	0	6
38	99	101	-2	-1
39	96	100	0	3
40	107	96	-1	2
41	98	100	-3	-4
42	100	101	0	7
43	97	85	18	-2
44	105	111[may fluoresce violet]	27	-10
45	125	97	11	0

(cont.)
entry	smiles	RPL19A-GFP yeast	procasp7 counter	MEP2 TOR yeast	GASC-1 inh
46	CC(NC(=O)c1cccs1)C(=O)NC1=NCCS1 (stereo not drawn)	104	0	111	4
47	Cc1ccc(N(C(=O)c2sc(C)nc2C)C(C(=O)NCc2ccco2)c2ccccc2)cc1 (stereo not drawn)	97	-13	103	5
48	C[C@H](NC(=O)c1nc[nH]c1C(=O)N1CCN(c2ccccc2)CC1)C(=O)OCc1ccccc1	90	-11	90	-9
49	N=C1C(c2ccccc2)=C(O)CN1NC(=O)c1ccccc1	105	-3	105	6

entry	Yeast superoxide	LAP4-GFP MLPCN	AHR act	proCasp3 act
46	103	98	0	2
47	106	102	-1	-10
48	104	114	2	-5
49	96	96	-1	1
